Source: PubChem BioAssay (several laboratories)
MCL1-BIM inh – inhibitors of MCL1 binding to BIM-BH3, primary screen, biochemical, fluorescence polarization | AID 2057, 2009 | GST-MCL1 / FITC-Bim-BH3 fluorescence polarization | 0.68% of 320,000 active | Induced myeloid leukemia cell differentiation protein Mcl-1 (Homo sapiens), Q07820 | inhibition, % at 10.9 µM;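 active means inhibition above the mean inhibition of all tested compounds plus 3 SD, set per campaign, cut at about 40% in these data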;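 further: 0% = DMSO wells and 100% = unlabeled Bim-BH3 peptide control; higher means more loss of mP so more displacement of Bim peptide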
GLD-1 TGE inh – GLD-1/TGE RNA complex disruptors, primary screen, biochemical, fluorescence polarization; purified GLD-1 + fluorescein TGE RNA; inhibition, % at 5.96 µM; Female germline-specific tumor suppressor gld-1 (Caenorhabditis elegans), Q17339; 0.44% of 320,000 active;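 active means percent inhibition above a per-plate cutoff, the plate mean of test compounds plus 3 SD, cut at about 30% in these data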;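 further: 0% = DMSO wells with GLD-1 and probe and 100% = wells lacking GLD-1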
Bcl-xL primary – inhibitors of human Bcl-xL, primary screen, biochemical, fluorescence polarization, HTS. Bcl-2-like protein 1 (Homo sapiens), Q07817. GST-Bcl-xL / FITC-Bim BH3 peptide fluorescence polarization. inhibition, % at 10.9 µM. 0.7% of 320,000 active;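 active means inhibition above the mean of all tested compounds plus 3 SD, cutoff set per campaign, cut at about 30% in these data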;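 further: 0% = DMSO wells and 100% = unlabeled Bim-BH3 peptide competitor; inhibitors lower millipolarization by displacing the labeled peptide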
Target sequence (Q07817 whole entry, looked up): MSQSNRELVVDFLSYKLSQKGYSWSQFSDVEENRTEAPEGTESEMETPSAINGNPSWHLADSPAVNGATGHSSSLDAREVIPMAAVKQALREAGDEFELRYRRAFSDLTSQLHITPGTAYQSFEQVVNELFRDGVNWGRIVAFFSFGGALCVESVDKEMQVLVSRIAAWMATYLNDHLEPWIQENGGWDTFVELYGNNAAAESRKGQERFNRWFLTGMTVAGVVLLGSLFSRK
Fam108B counter – mouse Fam108B serine hydrolase inhibitors, primary screen, counter-screen for RBBP9 inhibitor project, biochemical, fluorescence polarization. 0.33% of 300,000 active. inhibition, % at 9.51 µM. recombinant Fam108B, FP-Rh probe fluorescence polarization;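 active means inhibition above the screen mean inhibition plus 3 SD, computed separately per campaign, cut at about 18% in these data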;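 further: inhibitors lower polarization as less probe binds the enzyme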
AGP1-GFP MLPCN – modulators of AGP1-GFP expression in yeast TOR pathway, primary screen, cell-based, multiplex flow cytometry, S. cerevisiae, MLPCN library; 0.02% of 320,000 active; 3 h; GFP as percent of DMSO wells; GFP response vs DMSO, % at 10 µM; AID 2066, 2009;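 active means GFP response relative to DMSO above a set limit, near screen average plus 3 SD, cut at about 150% in these data; inconclusive means fewer than 70 cells counted for the yeast strain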;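 further: median GFP channel fluorescence of the gated AGP1 strain per well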
MEX-5 binding – MEX-5 zinc finger RNA-binding disruptors – biochemical, C. elegans, fluorescence polarization, MLPCN library, primary screen. 0.38% of 300,000 active. activity score (negative = inhibition of binding), % at 10 µM. MEX-5/FITC-TCR2 RNA binding; hits give low values. Zinc finger protein mex-5 (Caenorhabditis elegans), Q9XUB2;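 active means inhibition past about -25% in most replicates, and total fluorescence under double the plate's negative control median, limit read from the data; inconclusive means replicates evenly split on the limit, or fluorescence at least double controls; inactive means too little inhibition in most replicates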;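 further: 0% = DMSO and -100% = 5 µM competing unlabeled TCR2 RNA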
CIT2-GFP yeast – modulators of CIT2-GFP expression in yeast, primary screen, S. cerevisiae, GFP fusion, multiplex flow cytometry, MLPCN library; GFP response vs DMSO, % at 10 µM; 0.065% of 320,000 active; S. cerevisiae CIT2-GFP strain, 3 h; 100 means same as DMSO wells; AID 2029, 2009;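 active means GFP response relative to DMSO above a set limit, near the screen mean plus 3 SD, cut at about 150% in these data; inconclusive means Fewer than 70 cells measured for a yeast strain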;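 further: ratio of well median GFP fluorescence to mean of DMSO wells on the plate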
VLA-4 inh – inhibition in human VLA-4 binding assay, primary screen, VLA-4 allosteric modulator project, MLPCN library, flow cytometry, VLA-4 expressing cells; Integrin alpha-4 (Homo sapiens), P13612; ligand binding flow cytometry; 0.2% of 330,000 active; inhibition, % (about 7 µM as worked out from the volumes in the protocol); in the data active means inhibition above about 50%
GRK2 aptamer HTS – compounds blocking aptamer binding on GRK2 – biochemical, human GRK2, bead flow cytometry, HTS, primary screen. inhibition of aptamer binding, % at 10 µM. Beta-adrenergic receptor kinase 1 (Homo sapiens), P25098. 0.59% of 330,000 active. FAM-aptamer displacement from GRK2. AID 488847, 2010;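 active means inhibition of aptamer binding above 40%, roughly 3 SD of noise, on plates passing a quality check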;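 further: median bead fluorescence of bound FAM aptamer so fluorescent compounds give negative values; no value below 0 was filed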
Target sequence (P25098 whole entry, looked up): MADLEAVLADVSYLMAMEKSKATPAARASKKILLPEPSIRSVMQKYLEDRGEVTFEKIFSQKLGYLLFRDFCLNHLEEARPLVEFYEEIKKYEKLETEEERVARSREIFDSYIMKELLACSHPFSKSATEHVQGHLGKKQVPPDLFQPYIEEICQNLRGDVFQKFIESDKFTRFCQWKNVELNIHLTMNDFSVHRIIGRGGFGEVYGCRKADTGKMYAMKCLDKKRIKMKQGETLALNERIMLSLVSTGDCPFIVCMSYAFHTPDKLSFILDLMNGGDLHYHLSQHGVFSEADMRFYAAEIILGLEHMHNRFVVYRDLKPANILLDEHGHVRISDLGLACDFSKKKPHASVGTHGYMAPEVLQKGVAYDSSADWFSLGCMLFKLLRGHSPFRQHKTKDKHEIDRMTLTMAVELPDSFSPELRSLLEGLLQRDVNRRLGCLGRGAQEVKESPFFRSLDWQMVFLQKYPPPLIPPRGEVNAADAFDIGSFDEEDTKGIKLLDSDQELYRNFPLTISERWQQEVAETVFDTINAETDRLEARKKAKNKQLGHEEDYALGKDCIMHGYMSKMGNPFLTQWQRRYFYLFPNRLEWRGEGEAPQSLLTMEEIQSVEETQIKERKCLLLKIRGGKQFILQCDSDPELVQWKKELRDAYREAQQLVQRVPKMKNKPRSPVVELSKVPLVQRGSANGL
An asterisk follows results filed as active; u = inconclusive; x = no result given; [ ] = another dose, or the depositor's remark.

SMILES	MCL1-BIM inh	GLD-1 TGE inh	Bcl-xL primary	Fam108B counter	AGP1-GFP MLPCN	MEX-5 binding	CIT2-GFP yeast	VLA-4 inh	GRK2 aptamer HTS
CN1CCN(CCOCCOc2c(Cl)cc(Cl)cc2Cl)CC1	-1	2	7	0	101	1.4	94	-3	0
CSc1ccccc1NC(=O)c1cnc2scc(C)n2c1=O	3	9	7	-2	107	4.9	94	18	2
CCCCn1c(SCC(=O)N2CCCCC2C)nc2cc(S(N)(=O)=O)ccc21 (stereo unspecified)	-6	3	-1	0	96	-0.9	98	2	0
Cc1cc(OCC(=O)NC2CC(C)(C)NC(C)(C)C2)c2c(C)c(C)c(=O)oc2c1	5	8	6	-1	103	0.2	97	5	0
CCOC(=O)CSc1nc2ccccc2n1CC(=O)N(C(C)C)C(C)C	-3	9	7	0	102	0.1	103	2	1
COc1ccc(CNC(=O)CSc2nc(-c3ccccc3)cc(-c3cccs3)c2C#N)cc1	0	1	2	-10	101	0.0	85	5	0
CC(C)(C)C(=O)N1CCN(c2c(Cl)cccc2[N+](=O)[O-])CC1	4	8	5	-7	100	0.1	96	-5	0
COc1ccc2sc(N(CCN(C)C)C(=O)c3ccc4ccccc4c3)nc2c1	11	-8	8	0	112	-2.3	110	-7	0
O=C(NCc1ccccc1)c1cc(-c2ccco2)on1	4	-2	1	-3	91	-0.4	94	-2	1
Cc1ccc(NC(=O)COC(=O)Cn2cnc3c2c(=O)n(C)c(=O)n3C)cc1Cl	5	-2	1	-5	23[may fluoresce violet]	0.1	u	5	0

Some values from the entries so far.
`CSc1ccccc1NC(=O)c1cnc2scc(C)n2c1=O` in Fam108B counter = -2
`O=C(NCc1ccccc1)c1cc(-c2ccco2)on1` in MEX-5 binding = -0.4
`Cc1ccc(NC(=O)COC(=O)Cn2cnc3c2c(=O)n(C)c(=O)n3C)cc1Cl` in MEX-5 binding = 0.1
`Cc1cc(OCC(=O)NC2CC(C)(C)NC(C)(C)C2)c2c(C)c(C)c(=O)oc2c1` in Bcl-xL primary = 6
`CC(C)(C)C(=O)N1CCN(c2c(Cl)cccc2[N+](=O)[O-])CC1` in Fam108B counter = -7
`COc1ccc2sc(N(CCN(C)C)C(=O)c3ccc4ccccc4c3)nc2c1` in Bcl-xL primary = 8

Carrying on.
SMILES	MCL1-BIM inh	GLD-1 TGE inh	Bcl-xL primary	Fam108B counter	AGP1-GFP MLPCN	MEX-5 binding	CIT2-GFP yeast	VLA-4 inh	GRK2 aptamer HTS
O=C(CC(NC(=O)C(F)(F)F)c1ccccc1)Nc1nnc(CCc2ccccc2)s1 (stereo unspecified)	1	-2	0	-22	96	2.0	102	7	3
Cc1ccc(CN2CCC(n3nccc3NC(=O)c3ccc4c(c3)OCO4)CC2)o1	0	5	0	-4	101	1.6	105	-9	0
O=c1cc(-c2cccs2)oc2ccc(Cl)cc12	-2	-2	6	-3	86	-1.7	100	-1	0
COc1ccc(CN2CCNC(=O)C2CC(=O)NCc2cccc(C)n2)c(OC)c1 (stereo unspecified)	12	14	9	0	99	-1.7	101	20	0
COc1ccc(CNC(=O)NC(C)(C)c2cccc(C(C)(C)NC(=O)NCc3ccc(OC)cc3)c2)cc1	4	-1	3	-2	105	0.8	108	-1	0
CCOc1ccc(N(CC(=O)NC2CCCC2)C(=O)CCC(=O)Nc2ccccn2)cc1	6	-2	13	-1	106	x	99	-8	0
FC(F)(F)c1cccc(Cc2noc(CN3CCCC(CN4CCCC4)C3)n2)c1 (stereo unspecified)	1	-4	2	1	95	1.3	95	13	0
Cc1cc(F)c(F)cc1C(=O)N1CCCC1	-8	3	-4	-5	98	0.6	100	3	0
O=C(Nc1ccc(N2CCCCC2)cc1)c1cccnc1Cl	9	3	7	-1	101	1.2	x	25	2
Cc1noc(C)c1S(=O)(=O)N1CCCC(C(=O)N2CCN(C3CCCCC3)CC2)C1 (stereo unspecified)	1	7	-1	1	107	-1.2	102	-20	1

Reformatted: results already given.
FC(F)(F)c1cccc(Cc2noc(CN3CCCC(CN4CCCC4)C3)n2)c1 (stereo unspecified)
  MCL1-BIM inh = 1	GLD-1 TGE inh = -4	Bcl-xL primary = 2	Fam108B counter = 1	AGP1-GFP MLPCN = 95	MEX-5 binding = 1.3	CIT2-GFP yeast = 95	VLA-4 inh = 13	GRK2 aptamer HTS = 0

Cc1cc(F)c(F)cc1C(=O)N1CCCC1
  MCL1-BIM inh = -8	GLD-1 TGE inh = 3	Bcl-xL primary = -4	Fam108B counter = -5	AGP1-GFP MLPCN = 98	MEX-5 binding = 0.6	CIT2-GFP yeast = 100	VLA-4 inh = 3	GRK2 aptamer HTS = 0

New compounds follow
SMILES	MCL1-BIM inh	GLD-1 TGE inh	Bcl-xL primary	Fam108B counter	AGP1-GFP MLPCN	MEX-5 binding	CIT2-GFP yeast	VLA-4 inh	GRK2 aptamer HTS
Cc1ccccc1OCC(O)CN(CCO)Cc1ccccc1 (stereo unspecified)	10	-1	-1	-1	99	0.6	89	18	0
O=C(Nc1ccc(S(=O)(=O)Nc2ncccn2)cc1)c1cc([N+](=O)[O-])ccc1Cl	11	9	-3	-3	100	-1.0	103	22	0
C[C@]12C(=O)N(c3cccc(F)c3)C(=O)N1[C@H]1c3ccccc3OC[C@@H]1[C@H]2c1ccccc1	x	7	x	x	104	x	97	6	0
O=C(Cn1ncc2c([nH]c3ccccc32)c1=O)NCC1CCN(Cc2ccc(F)cc2)CC1	1	0	0	-1	101	0.1	99	17	0
O=C(OCC(=O)N1CCN(c2ccccc2)CC1)c1ccccc1OC(F)F	10	10	4	2	109	-0.1	98	9	4
O=C(CSc1nc2ccccc2o1)NC1CCS(=O)(=O)C1 (stereo unspecified)	x	-1	x	x	105	x	127	-2	0
COC(=O)C1CCN(C(=O)COC(=O)C2CCN(S(=O)(=O)c3ccc(C)c(C)c3)CC2)CC1	5	3	7	2	106	0.6	98	7	0
O=C1CCc2cc(S(=O)(=O)Nc3ccc(F)cc3)ccc2N1	-5	1	-1	x	113	x	113	15	2
CCN(CC)S(=O)(=O)c1cccc(-c2nnc(-c3ccc(C)cc3)o2)c1	8	0	10	6	105	-2.4	107	-15	0
O=C1NC(Cc2ccccc2)c2nc3ccccc3c(=O)n2-c2cc(Cl)ccc21 (stereo unspecified)	10	7	10	x	108	x	108	-1	0

The closing 2 compounds of the section above are carried over, then new ones follow.
SMILES	MCL1-BIM inh	GLD-1 TGE inh	Bcl-xL primary	Fam108B counter	AGP1-GFP MLPCN	MEX-5 binding	CIT2-GFP yeast	VLA-4 inh	GRK2 aptamer HTS
CCN(CC)S(=O)(=O)c1cccc(-c2nnc(-c3ccc(C)cc3)o2)c1	8	0	10	6	105	-2.4	107	-15	0
O=C1NC(Cc2ccccc2)c2nc3ccccc3c(=O)n2-c2cc(Cl)ccc21 (stereo unspecified)	10	7	10	x	108	x	108	-1	0
CC(Sc1nc(-c2ccccc2)cc(C(F)(F)F)n1)C(=O)Nc1sc2c(c1C#N)CCC2 (stereo unspecified)	2	-1	-4	-11	109	1.4	103	-5	2
Cc1ccc(-c2noc(CCC(=O)N3CCCc4ccccc43)n2)cc1	10	-3	4	4	100	1.9	82	18	3
O=C1CN(S(=O)(=O)c2ccccc2)CC(=O)N1CCc1ccccc1	6	2	3	-2	106	-0.7	x	2	0
O=C(NC(=S)NC1CCCCC1)c1ccc(Cl)cc1	6	0	1	-9	99	-1.3	92	-1	0
CCOc1ccc(NC(=O)C2C3C=CC4(CN(C(C(=O)OC)C(C)C)C(=O)C24)O3)cc1 (stereo unspecified)	-6	5	3	-3	104	0.1	106	-6	0
COc1ccccc1CNC(=O)c1ccc(-c2ccccc2Cl)o1	-3	-2	0	-8	83	0.1	66	22	0
O=c1cc(O)c2c(=O)n(Cc3ccccc3)c3ccccc3c2o1	15	-3	11	-4	101	-6.0	109	8	3
COc1ccc([C@H]2CC(=O)C=C(c3ccc(Cl)c(C(F)(F)F)c3)C2)cc1OC	0	8	-2	x	106	x	96	0	0
COc1ccccc1S(=O)(=O)N1CCN(S(=O)(=O)c2cccs2)CC1	5	6	2	x	101	x	99	17	8
O=C(CCc1c[nH]c2ccccc12)OCc1ccc(Br)cc1	-10	4	-1	-6	99	0.6	94	9	0

Complete entries as entered above. Order of values: MCL1-BIM inh | GLD-1 TGE inh | Bcl-xL primary | Fam108B counter | AGP1-GFP MLPCN | MEX-5 binding | CIT2-GFP yeast | VLA-4 inh | GRK2 aptamer HTS
Listed for `COc1ccccc1S(=O)(=O)N1CCN(S(=O)(=O)c2cccs2)CC1` : 5 | 6 | 2 | x | 101 | x | 99 | 17 | 8
Listed for `CC(Sc1nc(-c2ccccc2)cc(C(F)(F)F)n1)C(=O)Nc1sc2c(c1C#N)CCC2` (stereo unspecified) : 2 | -1 | -4 | -11 | 109 | 1.4 | 103 | -5 | 2
Listed for `COc1ccc([C@H]2CC(=O)C=C(c3ccc(Cl)c(C(F)(F)F)c3)C2)cc1OC` : 0 | 8 | -2 | x | 106 | x | 96 | 0 | 0

Following part:
SMILES	MCL1-BIM inh	GLD-1 TGE inh	Bcl-xL primary	Fam108B counter	AGP1-GFP MLPCN	MEX-5 binding	CIT2-GFP yeast	VLA-4 inh	GRK2 aptamer HTS
O=C(CN(CC1CCCO1)C(=O)CCC(=O)Nc1nccs1)NCC1CCCO1 (stereo unspecified)	2	3	2	-2	86	-1.1	86	-8	0
O=C(NC1(O)C(=O)c2ccccc2C1=O)c1ccccc1	-6	4	-3	9	99	3.0	95	16	2
COc1cc(OC)cc(C(=O)NCCn2ccc3ccccc32)c1	-1	2	3	-4	108	-5.5	114	-28	5
NC(=O)C1CCN(CC(O)COc2ccc(-c3ccccc3)cc2)CC1 (stereo unspecified)	x	x	x	x	99	-2.0	100	12	0
NC(=O)c1ccc(NC(=O)CSc2nc3ccccc3c(=O)n2CCCN2CCOCC2)cc1	-3	-6	-3	x	100	x	101	7	2
Cc1ccc(Sc2ncccc2C(N)=O)cc1	4	-6	9	-4	99	x	93	1	3
COc1cc2c(-c3ccc(O)cc3)nc3c(c(C)nn3-c3ccccc3)c2cc1OC	-2	6	3	-3	102	x	104	-4	5
Cc1cc(C(=O)CSc2nnc(-c3cccs3)n2Cc2ccccc2)c(C)n1C	-5	6	-8	-3	95	2.3	91	-6	0
CCc1noc(C)c1C(=O)Oc1ccc(N(C)S(=O)(=O)c2ccc(C)c(C)c2)cc1	2	3	3	-2	106	1.4	97	3	0
Cc1nccn1CCOc1ccc(Cl)cc1	0	-3	1	-2	112	0.0	109	1	2
